POLB inh – inhibitors of human DNA polymerase beta; Pol beta primer extension/strand displacement, fluorescence kinetic; Potency, µM (titrated, usually from 114 µM), for inactives: at the highest dose activity change, negative = inhibition, usual class: inhibitors; P06746; 1.3% of 340,000 active; note: % is set by controls: 0 for no effect and ±100 for the full control effect
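Pol beta (10 nM) and compounds were preincubated 15 min at room temperature, then 50 nM substrate (final) started primer extension/strand displacement. Reads were taken at 0 and 10 min; concentration-response data were fitted to a four-parameter Hill equation.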
APE1 inh – APE1 (human) endonuclease inhibition | P27695 | recombinant APE1, TAMRA/BHQ-2 abasic DNA cleavage fluorescence | Potency, µM (top dose mostly 65.8 µM), inactives show at the top dose activity change, negative = inhibition, most hits filed as inhibitors | 0.35% of 350,000 active;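 note: plate controls were vehicle for no effect and reference inhibitor for full effect; nearly all actives have a fitted effect of over 55% in size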
Target sequence (P27695 whole entry, looked up): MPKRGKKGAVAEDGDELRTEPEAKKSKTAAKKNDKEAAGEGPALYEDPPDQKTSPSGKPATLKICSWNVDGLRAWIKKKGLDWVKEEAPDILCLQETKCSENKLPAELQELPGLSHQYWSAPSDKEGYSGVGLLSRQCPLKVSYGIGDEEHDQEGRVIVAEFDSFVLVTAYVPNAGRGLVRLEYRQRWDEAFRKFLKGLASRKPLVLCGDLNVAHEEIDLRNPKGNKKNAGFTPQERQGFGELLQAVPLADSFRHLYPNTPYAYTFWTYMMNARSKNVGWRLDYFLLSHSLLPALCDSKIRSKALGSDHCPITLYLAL
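Step 1: APE1 (0.75 nM) with compound, 15 min RT. Step 2: add 50 nM fluorophore/quencher THF duplex. Step 3: three fluorescence reads 60 s apart (525/598 nm); read 3 minus read 1 = reaction progress.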
POLI inh – inhibitors of human DNA polymerase iota | Pol iota fluorescent replication assay, 10 min | Potency, µM (series often up to 115 µM), without a hit: top-dose activity, negative = inhibition, most hits filed as inhibitors | 1% of 390,000 active
Target sequence (Q9UNA4 whole entry, looked up): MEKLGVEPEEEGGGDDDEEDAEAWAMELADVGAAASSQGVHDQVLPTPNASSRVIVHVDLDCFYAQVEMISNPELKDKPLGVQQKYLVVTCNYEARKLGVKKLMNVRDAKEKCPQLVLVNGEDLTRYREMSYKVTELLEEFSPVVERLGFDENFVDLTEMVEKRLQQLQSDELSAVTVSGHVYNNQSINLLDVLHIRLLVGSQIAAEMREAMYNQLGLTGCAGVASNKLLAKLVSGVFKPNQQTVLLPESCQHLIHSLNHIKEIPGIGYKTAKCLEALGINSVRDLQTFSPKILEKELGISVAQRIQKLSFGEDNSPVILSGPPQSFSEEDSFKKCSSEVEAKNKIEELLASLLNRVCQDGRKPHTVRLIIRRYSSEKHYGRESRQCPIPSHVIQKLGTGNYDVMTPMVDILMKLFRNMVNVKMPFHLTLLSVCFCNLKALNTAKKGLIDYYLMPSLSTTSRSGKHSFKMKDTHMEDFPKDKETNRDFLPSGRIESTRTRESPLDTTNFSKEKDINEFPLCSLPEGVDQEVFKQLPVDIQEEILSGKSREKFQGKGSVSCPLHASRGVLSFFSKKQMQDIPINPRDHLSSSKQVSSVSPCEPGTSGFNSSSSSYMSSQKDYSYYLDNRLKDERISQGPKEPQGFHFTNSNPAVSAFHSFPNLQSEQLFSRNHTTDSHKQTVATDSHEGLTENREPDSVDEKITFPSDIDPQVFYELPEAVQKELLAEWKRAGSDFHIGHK
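Fluorescent replication assay read twice, at 0 min and 10 min after adding 50 nM (final) substrate. Enzyme (10 nM) and compounds were first incubated 15 min at room temperature; enzyme-free buffer wells were negative controls.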
JMJD2A Tudor – blocks the human JMJD2A Tudor domain. Potency, µM (doses to about 114 µM), for the others: top-dose activity change, negative = inhibition, hits mostly inhibitors. AlphaScreen JMJD2A-Tudor / H3K4me3 peptide binding. 4.4% of 390,000 active. O75164. AID 504339; note: % is set by controls: 0 for no effect and ±100 for the full control effect; nearly all actives have a fitted effect of over 50% in size
BAZ2B block – blocks human BAZ2B. Potency, µM (top dose mostly 114 µM), for the others: top-dose activity change, negative = inhibition, hits mostly inhibitors. AID 504333. AlphaScreen BAZ2B-H3K14Ac peptide displacement. Q9UIF8. 4.4% of 360,000 active; note: % is set by controls: 0 for no effect and ±100 for the full control effect; nearly all actives have a fitted effect of over 60% in size
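BAZ2B 50 nM plus b-H3(5-23)K14Ac 50 nM, PBS pH 7.4/0.01% Tween-20, 30 min RT; compound added (max 110 uM), 30 min RT; streptavidin donor/Ni-chelate acceptor beads 10 ug/mL final, 20 min dark; AlphaScreen read.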
Pol kappa inh – blocks human DNA polymerase kappa activity. purified Pol kappa, fluorescent DNA synthesis assay, 10 min. Potency, µM (highest dose often 107 µM), without a hit: at the top dose activity, negative = inhibition, hits mostly inhibitors. 0.53% of 400,000 active. AID 588579; note: % is set by controls: 0 for no effect and ±100 for the full control effect
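Kinetic fluorescence readout at 0 and 10 min followed reaction start with substrate at 50 nM final. Beforehand, enzyme (10 nM Pol kappa) stood 15 min with compound at room temperature; buffer-only wells were negative controls.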
G9a inh – inhibitors of human histone lysine methyltransferase G9a; Potency, µM (series often up to 102 µM), inactives show at the top dose activity, negative = inhibition, hits mostly inhibitors; G9a H3K9 monomethylation, AlphaScreen, 2 h; AID 504332; 8.8% of 350,000 active; Q96KQ7; note: % is set by controls: 0 for no effect and ±100 for the full control effect; nearly all actives have a fitted effect of over 75% in size
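Enzyme 20 nM + cpd, 15 min RT; add b-H3K9 pep 500 nM / SAM 20 uM; 2 h RT; anti-H3K9me1 Ab 0.5 ug/mL + SA donor / anti-rabbit acceptor beads 20 ug/mL each, 10 min; AlphaScreen read.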
BLM inh – blocks DNA unwinding by human BLM helicase. 0.2% of 350,000 active. P54132. Potency, µM (doses to about 56.1 µM), inactives show top-dose activity change, negative = inhibition, most hits filed as inhibitors. recombinant BLM DNA unwinding, fluorescence dequenching. AID 2528;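 note: plate controls were vehicle for no effect and no enzyme for full effect; nearly all actives have a fitted effect of over 35% in size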
Pol eta inh – inhibitors of human DNA polymerase eta; Potency, µM (titrated, usually from 114 µM), for the others: at the highest dose activity change, negative = inhibition, hits mostly inhibitors; recombinant Pol eta, fluorescent DNA replication assay; Q9Y253; 1.2% of 390,000 active; AID 588591; note: % is set by controls: 0 for no effect and ±100 for the full control effect
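Pol eta at 10 nM preincubated with compounds 15 min at room temperature; reaction started with fluorescent substrate (50 nM final) and read kinetically at 0 and 10 min.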
* hit, by the source's call; ? = inconclusive; . = not tested or not shown; & = joins results of further samples; [ ] = another dose, or the depositor's remark. Calls come from the whole dose curve; as a rule, active = well fitted curve in the direction sought with a large enough effect; inconclusive = small, poorly fitted or top-dose-only effect, or another doubt; inactive = no such curve, though single readings can be large; an effect the other way counts as inactive or inconclusive. Potency is the fitted concentration of half-maximal effect. Not all compounds are listed. The share of hits here may be higher or lower than overall.

1) CN1CCN(c2oc(-c3ccco3)nc2S(=O)(=O)c2ccccc2)CC1
2) Cc1cc(C(=O)CN(Cc2ccc(F)cc2)S(=O)(=O)c2ccc3c(c2)OCCO3)c(C)n1C
3) COc1ccc(NC(=O)C2CCN(C(=O)NCc3ccccc3)CC2)cc1
4) Cc1ccc(OCC(=O)Nc2ccc3c(c2)nc(CCN2CCN(C)CC2)n3C)cc1
5) O=C(C[N+]1(CC#Cc2ccccc2)CCCCC1)c1ccccc1
6) CCc1ccc(NC(=O)C(C)OC(=O)Cc2cc(OC)c(OC)c(OC)c2)cc1 (stereo not given)
7) O=c1cc(O)c2sc3nc4c(c(C(F)(F)F)c3c2[nH]1)CCCCC4
8) CC(C)N1CC(C(=O)Nc2ccc(Cl)c(Cl)c2)CC1=O (stereo not given)

Compound | 1 | 2 | 3 | 4 | 5 | 6 | 7 | 8
POLB inh | 44% | -4% | 29% | ? | -16% | . | -15% | 0%
APE1 inh | -1% | -9% | -2% | -1% | 2% | 0% | 13% | 49%
POLI inh | 23% | 24% | 11% | -17% | 38%[activator] | 71%[activator] | -12% | -5%
JMJD2A Tudor | -9% | ? | -11% | -7% | -9% | 1% | -6% | -10%
BAZ2B block | 3% | -37% | 7% | -13% | -13% | . | -27% | -23%
Pol kappa inh | 1% | -12% | -3% | 15% | 17% | -6% | -14% | -9%
G9a inh | ? | -36%[59 µM] | -8% | 1% | ? | . | -8% | 7%
BLM inh | -2% | -7% | -7% | -7% | -2% | . | -1% | -6%
Pol eta inh | -4% | -15% | -3% | -10% | -13% | -9% | -8% | -2%

9) CCc1ccc(NC(=O)Cn2ncc3c(C)n(Cc4cccc(Cl)c4)c(C)c3c2=O)cc1
10) Cc1ccc(S(=O)(=O)Nc2nc(C)cc(N/N=C/c3ccc(O)cc3)n2)cc1
11) CC(C)(C)N(Cc1ccccc1)C(=O)CN1C(=O)c2ccccc2S1(=O)=O
12) CC(=O)N(Cc1cccs1)Cc1cc2ccc(C)c(C)c2nc1Cl
13) COC(=O)c1cnn2c(C)c(Cc3c(C)cc(C)cc3C)c(C)nc12
14) CC(C)[C@H](NC(=O)C1CCN(S(=O)(=O)c2ccc(F)cc2)CC1)C(=O)N1CCCCCC1
15) COc1cc(C2C(C(=O)c3ccc(C)o3)=C(O)C(=O)N2Cc2ccccc2)ccc1O (stereo not given)
16) COc1cc(/C=N/NC(=O)c2cccnc2)ccc1OS(=O)(=O)c1cc(C)ccc1C

Compound | 9 | 10 | 11 | 12 | 13 | 14 | 15 | 16
POLB inh | 43% | 1% | . | 3% | -12% | 16% | . | -11%
APE1 inh | . | 6% | 13% | -9% | . | -3% | -6% | -10%
POLI inh | -10% | 4% | 54%[activator] | -9% | 42%[activator] | 9% | 13% | 11%
JMJD2A Tudor | -8% | -21% | -3% | -4% | -16% | -9% | ? | -31%
BAZ2B block | 79µM* | 3% | . | 6% | 2% | 1% | -36% | -34%
Pol kappa inh | -13% | -7% | -10% | 15% | -4%[60.1 µM] | -8% | 9% | -16%
G9a inh | -5%[59 µM] | -31% | . | 49% | -17%[59 µM] | 19%[0.0925 µM] | 45µM* | 20%[59 µM]
BLM inh | -3% | -2% | . | -9% | -5% | -12% | . | -7%
Pol eta inh | -13% | 1% | -18% | -21% | -17% | 3% | 5% | -18%

17) O=C(CN1C(=O)c2ccccc2S1(=O)=O)NCc1cccs1
18) Cc1cc(-c2ccccc2)nc2cc(C(=O)Nc3ccc(Cl)c(Cl)c3)nn12
19) CCCNC(=O)CS(=O)(=O)Cc1nc(-c2ccccc2C)oc1C
20) CCCOC(=O)c1ccc(NC(=O)c2c(Cl)ccc(Cl)c2OC)cc1
21) CCOc1ccc(OCC)c(S(=O)(=O)NCc2ccccc2)c1
22) CC1Cc2cc(S(=O)(=O)NCCC(=O)NCc3ccc(F)cc3)ccc2N1C(=O)C1CC1 (stereo not given)
23) Cc1ccc(C)c(NC(=O)CSc2nnc3n2CCCCC3)c1
24) COc1cc(NC(=O)COc2cccc3c2OC(C)(C)C3)cc(OC)c1OC

Compound | 17 | 18 | 19 | 20 | 21 | 22 | 23 | 24
POLB inh | -20% | ? | -14% | 4% | 12% | 19% | 26% | .
APE1 inh | 33% | . | 1% | -9% | 3% | 35% | 0% | 22%
POLI inh | 14% | 5% | 38%[activator] | 3% | 10% | 23% | 11% | -8%
JMJD2A Tudor | -11% | ? | -15% | -8% | -13% | 4% | -12% | 1%
BAZ2B block | -3% | ? | 0% | 11% | -4% | -6% | 6% | -4%
Pol kappa inh | -15% | -8% | -24% | -19% | -27% | 4% | 7% | 3%
G9a inh | ? | ? | ? | 14%[59 µM] | . | 19%[59 µM] | 3%[59 µM] | 22%[12.7 µM]
BLM inh | -1% | -26% | -1% | -7% | 4% | -3% | 0% | .
Pol eta inh | -10% | ? | -18% | -12% | -6% | -1% | -10% | -12%

25) COc1ccc(CCNC(=O)Nc2ccc([N+](=O)[O-])cc2)cc1OC
26) Nc1nc(SCC(=O)N2N=C3/C(=C\c4ccco4)CCCC3C2c2ccco2)n[nH]1 (stereo not given)
27) COCCN(C(=O)COC(=O)c1sccc1C)c1c(N)n(Cc2ccccc2)c(=O)[nH]c1=O
28) Cc1cc(C)nc(Nc2n[nH]c(-c3cccc4ccccc34)n2)n1
29) Cc1cccc(-n2nc(C)cc2N)c1
30) Cc1nn(-c2ncc(C(F)(F)F)cc2Cl)c(=O)n1-c1ccccc1
31) O=C(NCCCN1CCOCC1)c1ccc2c(c1)N(Cc1ccccc1F)C(=O)c1ccccc1S2=O (stereo not given)
32) COc1cc(C(=O)NNC(=O)c2cc(S(=O)(=O)N(C)C)ccc2N2CCCC2)cc(OC)c1OC

Compound | 25 | 26 | 27 | 28 | 29 | 30 | 31 | 32
POLB inh | 7% | . | 50% | 15% | 30% | -4% | 28% | .
APE1 inh | -6% | . | 0% | 16% | -3% | 1% | 68% | 1%
POLI inh | 14% | 40µM* | 67%[activator] | -21% | -6% | 6% | 4% | -12%
JMJD2A Tudor | -22% | ? | -1% | -36% | -22% | 2% | -9% | -12%
BAZ2B block | -32% | . | -7% | 2% | -36% | -2% | -16% | 11%
Pol kappa inh | -14% | -32% | -12% | -11% | 1% | -2% | 3% | -1%
G9a inh | -44% | . | . | 12%[2.33 µM] | -2%[12.7 µM] | 9%[59 µM] | 9% | 4%[59 µM]
BLM inh | -5% | . | -7% | -8% | 0% | -2% | -4% | .
Pol eta inh | -13% | ? | -8% | -7% | -3% | 14% | -11% | 3%

33) O=S(=O)(c1ccccc1)N1CCN(S(=O)(=O)c2ccccc2)c2ccccc21
34) O=c1[nH]c2c(c3c1CCCC3)CCCC2
35) CCOC(=O)/C=C/CN(C(=O)OC(C)(C)C)S(=O)(=O)N1CC=CC1
36) O=C(c1csnn1)N1CCC[C@@]2(CCN(C(c3ccccc3)c3ccccc3)C2)C1
37) CCCOC(=S)NC(=O)c1sc2ccccc2c1Cl
38) Cc1cccc(C)c1N1CC(=O)N(c2c(C)cccc2C)CC1=O
39) CCCOc1ccc(C(=O)Nc2sc3c(c2C(=O)OCC)CCCCC3)cc1
40) CCOC(=O)N1CCN(c2cc(N3CCOCC3)c(F)cc2[N+](=O)[O-])CC1

Compound | 33 | 34 | 35 | 36 | 37 | 38 | 39 | 40
POLB inh | . | -11% | -12% | . | -2% | 40% | 16% | 20%
APE1 inh | . | -2% | -1%&1% | -5% | -1% | -11% | . | -9%
POLI inh | -11% | -12% | 13%&18% | . | -21%[58.9 µM] | 22% | ? | 133%[activator]
JMJD2A Tudor | -4% | -13% | 1%&4% | . | -21% | -4% | 16% | -26%
BAZ2B block | . | -7% | 3% | . | -17%[57.1 µM] | 7% | 5% | -32%
Pol kappa inh | -9% | -3% | 0%&-6% | 3%[60.1 µM] | -13% | -12% | ? | -7%
G9a inh | . | -5%[59 µM] | ? | -7%[12.7 µM] | 46%[0.501 µM] | 3%[0.501 µM] | 5%[59 µM] | ?
BLM inh | . | -3% | 1%&-6% | -7% | 0% | 0% | -1% | -1%
Pol eta inh | ? | 6% | -7% | . | -20% | 8% | -10% | 7%

By substructure: the entries above with an aryl methoxy group (8)
3) COc1ccc(NC(=O)C2CCN(C(=O)NCc3ccccc3)CC2)cc1
6) CCc1ccc(NC(=O)C(C)OC(=O)Cc2cc(OC)c(OC)c(OC)c2)cc1 (stereo not given)
15) COc1cc(C2C(C(=O)c3ccc(C)o3)=C(O)C(=O)N2Cc2ccccc2)ccc1O (stereo not given)
16) COc1cc(/C=N/NC(=O)c2cccnc2)ccc1OS(=O)(=O)c1cc(C)ccc1C
20) CCCOC(=O)c1ccc(NC(=O)c2c(Cl)ccc(Cl)c2OC)cc1
24) COc1cc(NC(=O)COc2cccc3c2OC(C)(C)C3)cc(OC)c1OC
25) COc1ccc(CCNC(=O)Nc2ccc([N+](=O)[O-])cc2)cc1OC
32) COc1cc(C(=O)NNC(=O)c2cc(S(=O)(=O)N(C)C)ccc2N2CCCC2)cc(OC)c1OC

Compound | 3 | 6 | 15 | 16 | 20 | 24 | 25 | 32
POLB inh | 29% | . | . | -11% | 4% | . | 7% | .
APE1 inh | -2% | 0% | -6% | -10% | -9% | 22% | -6% | 1%
POLI inh | 11% | 71%[activator] | 13% | 11% | 3% | -8% | 14% | -12%
JMJD2A Tudor | -11% | 1% | ? | -31% | -8% | 1% | -22% | -12%
BAZ2B block | 7% | . | -36% | -34% | 11% | -4% | -32% | 11%
Pol kappa inh | -3% | -6% | 9% | -16% | -19% | 3% | -14% | -1%
G9a inh | -8% | . | 45µM* | 20%[59 µM] | 14%[59 µM] | 22%[12.7 µM] | -44% | 4%[59 µM]
BLM inh | -7% | . | . | -7% | -7% | . | -5% | .
Pol eta inh | -3% | -9% | 5% | -18% | -12% | -12% | -13% | 3%
